High-throughput results as filed in PubChem BioAssay.
Rhodamine fluor – compound fluoresces in the rhodamine spectral region; Rhodamine-region fluorescence, 547/598 nm, Tris buffer; stronger effect = higher value; max dye-equivalent concentration, M; hit rate 0.05% among 59,000; in the data active = max dye-equivalent concentration above about 11 nM; inconclusive = between about 1.1 nM and that limit
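Intensities are converted to rhodamine-equivalent concentration using a six-point rhodamine standard on each plate. Compounds sit 15 min at room temperature in 100 mM Tris buffer, pH 8.0; read uses the 547/598 nm excitation/emission pair.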
ERK AVP block – vasopressin-driven ERK pathway inhibition. HEK293-V1b, vasopressin-stimulated pERK AlphaScreen. Potency, µM (top dose mostly 57.5 µM), for inactives: at the top dose activity, negative = inhibition, usual class: inhibitors. hit rate 0.99% among 72,000; note: potency is the fitted concentration of half-maximal effect; % is set by controls: 0 for no effect and ±100 for the full control effect; nearly all actives have a fitted effect of over 55% in size
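HEK293 cells stably expressing V1b receptor, seeded overnight in 1% FBS, were treated with compounds for 30 min at 37C, then stimulated 5 min with 25 nM vasopressin; phospho-ERK read by AlphaScreen SureFire after lysis.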
TexasRed autofl – compounds fluorescent in Texas Red spectral region. max dye-equivalent concentration, M. Compound fluorescence, Texas Red channel, 547/618 nm; stronger effect = higher value. hit rate 0.06% among 59,000; in the data active = max dye-equivalent concentration above about 10 nM; inconclusive = between about 1.1 nM and that limit
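Dye-equivalent concentrations come from scaling compound signal (ex 547, em 618 nm) to six Texas Red standard concentrations run on every plate, after 15 min room-temperature incubation in pH 8.0 Tris (100 mM).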
Caspase-7 inhib – allosteric or competitive inhibitors of human caspase-7 | recombinant caspase-7, Ac-DEVD-AFC fluorescence rate | Potency, µM (highest dose often 57.5 µM), without a hit: at the highest dose activity change, negative = inhibition, usual class: inhibitors | hit rate 0.02% among 75,000; active = well fitted inhibition curve with a large enough effect in the main read-out, with a control signal flat, not every such curve was filed as active; inconclusive = small, poorly fitted or top-dose-only effect, or a change in a side signal; note: potency is the fitted concentration of half-maximal effect; % of control where 0% means no effect
4-MU autofl – compound fluoresces in the 4-MU spectral region; AID 589; max dye-equivalent concentration, M; hit rate 11% among 59,000; compound autofluorescence, 340/450 nm, 4-MU equivalents; stronger effect = higher value; in the data active = max dye-equivalent concentration above about 10 nM; inconclusive = mostly about 1.1 nM to 9.6 nM
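Intrinsic fluorescence at 340/450 nm (ex/em) was read after 15 min at room temperature in pH 8.0, 100 mM Tris. Each compound concentration expressed as 4-MU-equivalent concentration from a six-point 4-MU standard series on each plate.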
A350 fluor – compounds fluorescent in Alexa 350 spectral region. Compound autofluorescence, 340/450 nm, Alexa 350 dye-equivalents; stronger effect = higher value. hit rate 11% among 59,000. max dye-equivalent concentration, M; in the data active = max dye-equivalent concentration above about 10 nM; inconclusive = mostly about 1.1 nM to 9.6 nM
Tau filament bind – binds recombinant human tau filaments. P10636. recombinant tau filaments, thioflavin S fluorescence, 15 h; filaments grown with octadecylsulfate alongside compound. Potency, µM (doses to about 57.1 µM), for the others: at the highest dose activity change, negative = inhibition. hit rate 2% among 71,000;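 note: potency is the fitted concentration of half-maximal effect; % is set by controls: 0 for no effect and ±100 for the full control effect; actives lower thioflavin S fluorescence by blocking filaments or displacing dye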
Target sequence (P10636 whole entry, looked up): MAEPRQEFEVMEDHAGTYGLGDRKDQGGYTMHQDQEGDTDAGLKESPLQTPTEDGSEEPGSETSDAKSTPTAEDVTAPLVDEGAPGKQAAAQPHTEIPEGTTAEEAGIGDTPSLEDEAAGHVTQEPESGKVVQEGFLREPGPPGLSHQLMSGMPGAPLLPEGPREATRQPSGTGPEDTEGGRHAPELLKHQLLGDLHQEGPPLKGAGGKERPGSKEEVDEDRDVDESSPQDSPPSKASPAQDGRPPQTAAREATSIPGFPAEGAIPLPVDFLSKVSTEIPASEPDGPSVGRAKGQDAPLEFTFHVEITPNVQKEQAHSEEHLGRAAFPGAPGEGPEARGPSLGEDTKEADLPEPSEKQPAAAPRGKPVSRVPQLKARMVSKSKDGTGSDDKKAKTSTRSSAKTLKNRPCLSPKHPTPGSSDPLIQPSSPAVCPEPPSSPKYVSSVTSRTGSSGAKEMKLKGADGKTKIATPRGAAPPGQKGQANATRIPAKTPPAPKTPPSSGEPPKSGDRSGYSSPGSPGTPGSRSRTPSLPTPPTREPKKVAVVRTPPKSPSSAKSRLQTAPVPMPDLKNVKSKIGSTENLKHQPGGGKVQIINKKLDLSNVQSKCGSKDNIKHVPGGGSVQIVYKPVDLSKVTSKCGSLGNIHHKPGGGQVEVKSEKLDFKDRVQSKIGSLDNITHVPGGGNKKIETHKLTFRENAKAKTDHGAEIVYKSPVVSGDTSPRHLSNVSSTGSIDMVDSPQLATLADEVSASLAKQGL
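His-tagged recombinant human tau (exons 2, 3, 10; 1 uM final) fibrillized with 30 uM sodium octadecylsulfate, 15 h at 37 C, in pH 7.4 HEPES buffer with 10 uM thioflavine S and 5 mM DTT. Reduced ThS fluorescence (450/510 nm) marks activity.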
Fluorescein autfl – compound autofluorescence in fluorescein spectral region; AID 593; hit rate 0.91% among 59,000; Compound autofluorescence, 480/540 nm, fluorescein-equivalent; stronger effect = higher value; max fluorescein-equivalent concentration, M; in the data active = max fluorescein-equivalent concentration above about 10 nM; inconclusive = between about 1.1 nM and that limit
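Fluorescein stocks ranging 3 mM down to 300 nM, plus DMSO blanks, were pinned alongside compounds to build a per-plate standard curve. Buffer: 100 mM Tris, pH 8.0. Incubation 15 min, room temperature; filters 480/540 nm.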
Caspase-1 inhib – allosteric or competitive inhibitors of human caspase-1. Potency, µM (top dose mostly 57.5 µM), for inactives: top-dose activity change, negative = inhibition, most hits filed as inhibitors. AID 900. Caspase-1 enzyme, Ac-WEHD-AFC fluorogenic rate. hit rate 0.03% among 75,000;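 note: potency is the fitted concentration of half-maximal effect; plate controls were vehicle for no effect and no substrate for full effect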
Target sequence (P29466 120-297 limits assumed): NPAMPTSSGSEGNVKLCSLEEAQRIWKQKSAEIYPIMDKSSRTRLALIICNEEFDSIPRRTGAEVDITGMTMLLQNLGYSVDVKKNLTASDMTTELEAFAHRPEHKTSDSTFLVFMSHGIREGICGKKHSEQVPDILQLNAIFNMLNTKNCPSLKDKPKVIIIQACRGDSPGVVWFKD
Target sequence (P29466 317-404 limits assumed): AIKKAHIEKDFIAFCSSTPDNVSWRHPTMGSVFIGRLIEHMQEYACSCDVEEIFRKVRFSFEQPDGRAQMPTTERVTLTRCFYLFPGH
FLuc inh – firefly luciferase inhibition; purified firefly luciferase, luminescence, 8 min; hit rate 2.2% among 72,000; Potency, µM (series often up to 57.1 µM), inactives show top-dose activity change, negative = inhibition, usual class: inhibitors; P08659; note: potency is the fitted concentration of half-maximal effect; % is set by controls: 0 for no effect and ±100 for the full control effect; nearly all actives have a fitted effect of over 40% in size
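Luminescence read-out after 8 min at room temperature; enzyme reaction used luciferin plus 10 uM ATP (linear range) in imidazole buffer pH 7.2 with KCl, MgCl2, Tween 20 and BSA. Each sample was run as a titration.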
HEK293 cAMP cs – parental HEK293 cAMP activation (counter-screen). AID 938. hit rate 2.5% among 73,000. Potency, µM (top dose mostly 57.1 µM), without a hit: at the highest dose activation, actives largely listed as activators. parental HEK293 CNG cAMP sensor, membrane potential fluorescence; note: potency is the fitted concentration of half-maximal effect; % of control where 0% means no effect; nearly all actives have a fitted effect of over 55% in size
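Counterscreen for endogenous-receptor signalling: CNG-channel HEK 293 cells report cAMP rise by membrane depolarization. After 60 min dye equilibration with 100 uM RO 20-1724, compounds incubated 30 min before bottom-read fluorescence at 590 nm.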
* marks the source's active call; other numbers are inactive results; i = inactive; ? = inconclusive; . = no result given; [ ] = another dose, or the depositor's remark. Unless noted, calls come from the whole dose curve; as a rule, active = well fitted curve in the direction sought with a large enough effect; inconclusive = small, poorly fitted or top-dose-only effect, or another doubt; inactive = no such curve, though single readings can be large; an effect the other way counts as inactive or inconclusive. The list is partial, so the mix of outcomes need not match the whole.

SMILES | Rhodamine fluor | ERK AVP block | TexasRed autofl | Caspase-7 inhib | 4-MU autofl | A350 fluor | Tau filament bind | Fluorescein autfl | Caspase-1 inhib | FLuc inh | HEK293 cAMP cs
Cc1cc(Cl)c(S(=O)(=O)N2CCSCC2)cc1OCC(N)=O | i | -1% | i | 1% | i | i | 9% | i | -2% | 3% | -3%
CCOCCn1c(SC)nc2c1c(=O)[nH]c(=O)n2C | i | . | i | . | i | i | . | ? | . | 4%[25.5 µM] | .
CC1(C)NC(=O)N(CC(O)COc2ccc(-c3ccc(C#N)cc3)cc2)C1=O (stereo not given) | i | ? | ? | 7% | i | i | -9% | i | 4% | -2% | -4%
CCCCCCn1c(NCC)nc2c1c(=O)[nH]c(=O)n2C | i | -20% | i | -5% | i | i | -4% | ? | 1% | -1% | ?
Cc1ccc(C2N(c3ccc(Cl)c(Cl)c3)C(=O)C3CCCN32)o1 (stereo not given) | i | 22% | i | 1% | i | i | -5% | ? | -1% | 1% | -2%
C=CCn1c(SCC(=O)Nc2sccc2C(N)=O)nc2sc(C)c(C)c2c1=O | i | 10% | i | -4% | i | i | 164% | i | -2% | -8% | -8%
CN(CC(=O)N1CCN(C2CCCCC2)CC1)S(=O)(=O)c1cccc2nsnc12 | i | 16% | ? | -6% | ? | ? | -12% | ? | -3% | 3% | 0%
Cn1nc(-c2ccc(N3CCOCC3)c(NC(=O)COc3ccccc3)c2)c2ccccc2c1=O | i | -19% | ? | 0% | i | i | -2% | i | 1% | 0% | 10%
CC(C)c1ccc(OC(=O)NCCO)cc1 | . | -2% | . | 0% | . | . | 2% | . | -2% | -11% | -7%
CC1=C(C)SC(=C(C#N)c2nnc(N3CCOCC3)n2-c2ccccc2)S1 | i | 1% | i | -1% | i | i | 5% | ? | 1% | 1% | 23%
O=C(c1ccco1)N1CCN(C(=O)c2oc(=O)c3ccccc3c2-c2ccccc2)CC1 | . | -20% | . | -3% | . | . | -6% | . | 1% | 1% | 5%
O=C(Nc1nc2c(s1)C(=O)CCC2)c1ccccc1 | . | -7% | . | 0% | . | . | 14% | . | -1% | 13µM* | 1%
CCN1CCN(CCCNC(=O)Cn2cc3c(n2)CCCC3)CC1 | . | 4% | . | -1% | . | . | 3% | . | -2% | 3% | ?
O=CNC1CCCc2c1[nH]c1ccc(Cl)cc21 (stereo not given) | . | -24% | . | -2% | . | . | -5% | . | -2% | 1% | -17%
COCCOC(=O)C1=C(C)NC2=C(C(=O)CCC2)C1c1ccc2c(c1)OCO2 (stereo not given) | . | -10% | . | -3% | . | . | -8%[11.4 µM] | . | -6% | 2% | -4%[11.4 µM]
CCN1CCN(C(c2cccs2)C(C)NS(=O)(=O)c2ccc(Br)cc2)CC1 (stereo not given) | i | 4% | i | 0% | i | i | -7% | i | 0% | 0% | 17%
CCOc1cccc(C(=O)Nc2cccnc2)c1 | . | -10% | . | -2% | . | . | 19% | . | -2% | 1% | -7%
COc1ccc(/C=N/n2cnnc2SCc2ccc(OC)cc2)cc1 | . | ? | . | -3% | . | . | 73% | . | 0% | -18% | ?
O=c1c2c(-c3ccccc3)csc2nc2n1CCC2 | i | -8% | i | 1% | i | i | 12% | i | 1% | 1% | 0%
COc1cccc(C2NC(CCSC)(C(=O)O)C3C(=O)N(C(C)C)C(=O)C23)c1O (stereo not given) | . | . | . | 0% | . | . | -12% | . | -2% | 2% | -3%
Cc1cnc(C(=O)OCC(=O)NC(=O)NC(C)C)cn1 | i | 0% | i | 0% | i | i | -3% | i | -3% | 10% | 13%
CCOc1ccc(Br)cc1/C=N/O | . | -37% | . | -2% | . | . | 8%[11.4 µM] | . | -2% | 0% | 4µM*
CCCCn1c(CN2CCN(C(=O)OCC)CC2)nc2c1c(=O)n(C)c(=O)n2C | i | -6% | i | -1% | i | i | -10% | ? | -1% | -3% | -3%
COc1ccc(Cl)cc1-c1nc(-c2ccc(Br)o2)no1 | . | -8% | . | 0% | . | . | 1% | . | 2% | 1% | ?
O=C(c1cccc(F)c1)N1CCN(C(=O)C2CC2)CC1 | i | 4% | i | 0% | i | i | -2% | i | 2% | -1% | 2%
(further entries)
SMILES | Rhodamine fluor | ERK AVP block | TexasRed autofl | Caspase-7 inhib | 4-MU autofl | A350 fluor | Tau filament bind | Fluorescein autfl | Caspase-1 inhib | FLuc inh | HEK293 cAMP cs
O=C(Nc1ccc(O)cc1)c1ccc(C(=O)c2ccccc2)o1 | i | -14% | i | -1% | i | i | -24% | i | 1% | -23% | -4%
CC1(C)Cc2c(sc3c2c(=N)n(Cc2ccco2)c(=O)n3Cc2ccc(Cl)cc2)CO1 | i | -13% | i | -2% | i | i | 8% | ? | -1% | -1% | 29%
COC(=O)Cn1c(C(=O)N(C)C)cc2c1C[C@H]1CN(C(=O)c3ccccc3)[C@@](Cc3ccc(F)cc3)(C(=O)OC)[C@@H]21 | . | 23% | . | -2% | . | . | 2% | . | -1% | . | ?
Cc1ccc(S(=O)(=O)CC(=O)N2CCCC2)cc1 | i | -10% | ? | 1% | i | i | 2% | i | 3% | 1% | 5%
CCN(CC)S(=O)(=O)c1cccc(-c2nnc(SCC(N)=O)n2CCc2ccccc2)c1 | i | 14% | ? | -1% | i | i | 4% | i | 3% | 0% | 0%
Cc1cc(NC(=O)CCC(=O)N(CCC(C)C)C(C(=O)NC2CCCC2)c2cccnc2)no1 (stereo not given) | i | 5% | i | 2% | i | i | -8% | i | -2% | 7% | 6%
CCn1cc(Br)c(C(=O)Nc2cccc(Cl)c2)n1 | i | -16% | i | -2% | i | i | -3% | ? | 0% | -4% | 4%
COc1ccc2[nH]c(O)c(NC(C)=O)c2c1 | i | ? | ? | -3% | i | i | 12% | i | -2% | 2% | -8%
CCOC(=O)N1CCN(C(=O)Cn2c(=O)sc3ccccc32)CC1 | i | 13% | i | -4% | i | i | -3% | i | -3% | 0% | 0%
CCC1(CC)C(=O)NC(=O)NC1=NCCc1ccc(O)cc1 | i | 10% | ? | 0% | i | i | -5% | ? | 0% | -1% | 9%
COCCOC(=O)c1c(C)oc2ccc(NS(=O)(=O)c3ccc(C(=O)O)cc3)cc12 | i | -1% | i | -4% | i | i | 2% | i | -3% | 4% | 7%
CCOC(=O)/C(C#N)=C1/SC(CCO)C(=O)N1c1ccccc1 (stereo not given) | i | . | i | . | i | i | . | ? | . | 1%[25.5 µM] | .
COc1cc(NC(=O)C2CCCCN2)ccc1OCC(C)C (stereo not given) | i | -17% | i | 0% | i | ? | -22% | i | 3% | 1% | 6%
O=C(CSc1nnnn1-c1ccccc1)NC(=O)Nc1ccc2c(c1)OCCO2 | i | -8% | i | -2% | i | i | 137% | i | -2% | 16µM* | 25%
Cc1ccc(-c2nnn(CC(=O)N3CCN(c4ccccc4)CC3)n2)o1 | i | 12% | ? | -1% | i | i | -4% | i | 3% | 0% | 12%
CC(=O)N1CCc2cc(S(=O)(=O)NC3CCCc4ccccc43)ccc21 (stereo not given) | i | ? | i | 1% | i | i | 10% | i | -1% | -1% | 21%
CC(=O)Nc1c(C(=O)N2CCN(c3ncccn3)CC2)cnn1-c1ccccc1Cl | i | 2% | i | 1% | i | i | -1% | i | 0% | 3% | 0%
CC1CN(C(=O)CSc2nnc(-c3ccncc3)n2-c2ccccc2)CC(C)O1 (stereo not given) | i | 9% | ? | -4% | i | ? | -10% | i | 6% | 1% | 6%
O=C(Nc1ccc(CN2CCOCC2)cc1)c1cccc(F)c1 | i | -3% | ? | -1% | i | i | 43% | i | 0% | ? | 7%
COc1cc2c(cc1OC)C(C(=O)NCCN1CCOCC1)C1c3ccccc3CCN1C2=O (stereo not given) | i | 2% | i | -3% | i | i | 1% | i | -1% | -1% | 0%
O=C(c1ccccc1)N1CCN(C(=O)c2ccccc2Br)CC1 | i | 2% | ? | 0% | i | i | 4% | i | 1% | 1% | 7%
CCCc1cc(NCCN2CCOCC2)n2c(nc3ccccc32)c1C#N | i | . | i | . | 1.2e-07M* | 1.3e-07M* | . | i | . | 1%[25.5 µM] | .
COc1c(-c2ccccc2)oc2c(ccc3occc32)c1=O | i | ? | i | -4% | i | i | -12% | i | -3% | 3%[11.4 µM] | 40µM*
O=C(NCc1ccc(N2CCCC2=O)cc1)c1cn(Cc2ccccc2)nn1 | i | -5% | i | 2% | i | i | 0% | ? | 0% | 2% | -1%
O=c1cc(O)n(-c2ccccc2F)c(=S)[nH]1 | i | -6% | i | -1% | i | i | -4% | i | -1% | 3% | 6%
CC(=O)N(c1ccc(Br)cc1)C1C=CS(=O)(=O)C1 (stereo not given) | . | 8% | . | -1% | . | . | -5% | . | 4% | -1% | -5%
O=S(=O)(NCc1ccccn1)c1ccc(Br)s1 | i | -14% | i | 0% | i | i | -7% | i | -2% | -1% | -6%
Clc1ccc(CSC2=NCCN2)cc1Cl | i | 44%[11.5 µM] | i | 0%[11.5 µM] | i | i | 5%[11.4 µM] | i | 2%[11.5 µM] | 1%[11.4 µM] | 0%[11.4 µM]

Just ERK AVP block and HEK293 cAMP cs, for some of the entries so far:
SMILES | ERK AVP block | HEK293 cAMP cs
COc1cc2c(cc1OC)C(C(=O)NCCN1CCOCC1)C1c3ccccc3CCN1C2=O (stereo not given) | 2% | 0%
O=C(c1ccccc1)N1CCN(C(=O)c2ccccc2Br)CC1 | 2% | 7%
